# Source: PubChem BioAssay
# TNAP inh noacc = human TNAP enzyme inhibitors, primary screen, biochemical, luminescent, no phosphate acceptor, uHTS | Alkaline phosphatase, tissue-nonspecific isozyme (Homo sapiens), P05186 | purified TNAP, CDP-star luminescence, 30 min | inhibition, % at 20 µM | 200,000 tested, 0.26% active | AID 1012, 2008;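 active means tissue-nonspecific alkaline phosphatase inhibition above about 50% at 20 µM in the single-dose screen, limit read from the data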;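 further: 0% = DMSO negative control and 100% = EDTA positive control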
# Target sequence (P05186 whole entry, looked up): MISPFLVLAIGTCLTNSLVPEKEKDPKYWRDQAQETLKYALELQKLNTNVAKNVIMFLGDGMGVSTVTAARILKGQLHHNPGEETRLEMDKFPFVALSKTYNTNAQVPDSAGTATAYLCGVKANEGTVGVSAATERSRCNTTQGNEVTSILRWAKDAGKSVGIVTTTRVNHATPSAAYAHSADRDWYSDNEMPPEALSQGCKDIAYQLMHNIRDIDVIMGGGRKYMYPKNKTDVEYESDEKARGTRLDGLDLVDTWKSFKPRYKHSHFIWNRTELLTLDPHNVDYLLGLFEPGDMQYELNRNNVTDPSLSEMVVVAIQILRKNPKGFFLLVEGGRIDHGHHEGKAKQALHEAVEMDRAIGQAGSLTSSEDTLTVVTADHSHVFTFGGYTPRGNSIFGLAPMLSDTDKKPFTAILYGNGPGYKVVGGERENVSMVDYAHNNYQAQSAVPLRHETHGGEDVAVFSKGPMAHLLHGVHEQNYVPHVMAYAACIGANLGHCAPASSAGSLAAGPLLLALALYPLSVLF
# APP transl inh = inhibitors of APP translation via 5'UTR reporter, primary screen, APP 5'UTR luciferase, SH-SY5Y cells; SH-SY5Y APP 5'UTR-luciferase reporter, luminescence; inhibition, % at 2 µM; 190,000 tested, 0.82% active; AID 1285, 2008;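 active means inhibition above a set limit, derived from the sample mean plus 3 SD, cut at about 45% in these data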; further: values of inactives mirror those of a sister screen read the other way
# bIAP activator = bovine intestinal alkaline phosphatase activators, primary screen, biochemical, bovine IAP, CDP-star luminescence. alkaline phosphatase, intestinal [Bos taurus]. purified bovine IAP, 30 min; active compounds read high; fold of DMSO-control signal, blank-subtracted. activation factor at 20 µM. 200,000 tested, 0.17% active;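 active means activation factor of 2 or more at 20 µM, a signal rise over negative controls twice the positive control's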
# FLuc act counter = FLuc activators, initial screening, artefact control for FLuc-dependent activation tests, biochemical, ATPlite luminescence; Luciferin 4-monooxygenase (Photinus pyralis), P08659; ATPlite luciferase biochemical, 10 min; 0 = ATP-free wells, 1 = DMSO control; activation factor at 10 µM; 200,000 tested, under 10 active;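 active means luciferase activation factor, scaled between plate controls, of at least 2 with compound at 10 µM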
# Target sequence (P08659 whole entry, looked up): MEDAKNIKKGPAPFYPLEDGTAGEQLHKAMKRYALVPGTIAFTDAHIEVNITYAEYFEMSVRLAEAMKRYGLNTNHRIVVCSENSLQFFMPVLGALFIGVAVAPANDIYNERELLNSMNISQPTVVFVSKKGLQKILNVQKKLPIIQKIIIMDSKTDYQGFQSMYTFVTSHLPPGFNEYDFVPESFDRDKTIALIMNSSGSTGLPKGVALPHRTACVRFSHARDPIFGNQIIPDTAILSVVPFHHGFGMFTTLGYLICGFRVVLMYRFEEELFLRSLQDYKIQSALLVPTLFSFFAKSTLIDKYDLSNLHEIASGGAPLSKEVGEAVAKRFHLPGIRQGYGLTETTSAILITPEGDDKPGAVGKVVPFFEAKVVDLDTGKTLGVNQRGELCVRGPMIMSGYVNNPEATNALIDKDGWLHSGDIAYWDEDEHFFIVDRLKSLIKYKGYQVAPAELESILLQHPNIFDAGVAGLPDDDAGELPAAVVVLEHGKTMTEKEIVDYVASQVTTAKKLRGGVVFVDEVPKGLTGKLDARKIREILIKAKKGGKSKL
#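 Assay system – cell-free luciferase reagent · Medium – PBS-based ATP solution · Dosing – test compounds dosed from 2 mM stocks in 100% DMSO · Timing – 10 min, room temperature · Technique – light output (luminescence) · Measure – luminescence gain marking luciferase activators · Controls – No-ATP low control, compound-free enzyme-plus-ATP high control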
# TNAP act hi DEA = TNAP activators at high phosphate acceptor level, primary screen, biochemical, luminescence, uHTS. Alkaline phosphatase, tissue-nonspecific isozyme (Homo sapiens), P05186. purified TNAP, CDP-star luminescence, 1 M DEA, 30 min; active compounds read high; 0 = EDTA background, 1 = DMSO-only activity. activation factor at 20 µM. 200,000 tested, under 10 active;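 active means activation factor at least 2 at 20 µM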
#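 Control set: EDTA negative control, DMSO positive control / Assay system: human TNAP / Quantity: TNAP 1/800 final / Evaluation: TNAP activation factor scaled between EDTA and DMSO control wells / Measured by: luminescent substrate turnover signal / Compound dosing: one dose, 20 µM / Times: 30 min enzyme reaction at room temperature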
# bIAP inh = bovine intestinal alkaline phosphatase inhibitors, primary screen, selectivity assay for TNAP inhibitor project, biochemical, bovine IAP, CDP-star luminescence | purified bovine IAP, 30 min | inhibition, % at 20 µM | 190,000 tested, under 10 active;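 active means over 50% inhibition of intestinal alkaline phosphatase at 20 µM in the single-dose screen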
#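 System: purified bovine intestinal alkaline phosphatase (IAP) enzyme; Input: IAP diluted 1/65,000,000 in the well; Measured by: CDP-star luminescence signal; Compound dosing: 20 µM single dose; Incubation: 30 min reaction at room temperature.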
# TNAP inh hi DEA = human TNAP enzyme inhibitors, primary screen, biochemical, luminescent, high phosphate acceptor level, uHTS | inhibition, % at 20 µM | purified TNAP, CDP-star luminescence, 1 M DEA | AID 1135, 2008 | 200,000 tested, 0.03% active;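 active means over 50% inhibition of tissue-nonspecific alkaline phosphatase at 20 µM in the single-dose screen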;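 further: plate controls were DMSO wells for no effect and EDTA-quenched wells as full inhibition for full effect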
# L major viab = Leishmania major promastigote growth inhibition, primary screen; Leishmania major promastigotes, resazurin fluorescence viability; inhibition, % at 10 µM; 200,000 tested, 9% active; AID 1063, 2008; in the data active means inhibition above about 50%;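 further: promastigotes grown with compound for 44 hours at 28 °C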
# RAM inhibit = inhibitors of the yeast RAM network, primary screen, dse1pr::URA3 reporter, 5-FOA selection | S. cerevisiae dse1pr::URA3 reporter, 5-FOA growth OD615, 2 d; analog-sensitive cbk1-as2 kinase mutant strain | 190,000 tested, 1.8% active | inhibition, % at 50 µM;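 active means inhibition above a set limit, 3 SD over mean compound inhibition, cut at about 8.4% in these data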;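 further: 0% = DMSO-only wells with no growth and 100% = 10 µM 1-NA-PP1 full growth; inhibition rescues growth on 5-FOA so higher OD means more RAM inhibition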
# FLuc inhib CS = firefly luciferase enzyme inhibitors, primary screen, artefact control for luciferase-based inhibitor screens, biochemical, luminescence, ATPLite | Luciferin 4-monooxygenase (Photinus pyralis), P08659 | 10 min | inhibition, % at 10 µM | 200,000 tested, 1.5% active;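 active means inhibition above about 50% when tested at 10 µM, limit read from the data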
# Numbers without * were called inactive; / = no result given. This is a subset (hit frequency here may not be typical).
SMILES,TNAP inh noacc,APP transl inh,bIAP activator,FLuc act counter,TNAP act hi DEA,bIAP inh,TNAP inh hi DEA,L major viab,RAM inhibit,FLuc inhib CS
Oc1ccc2ccccc2c1CN1CC=C(c2ccccc2)CC1,-0.8,-27.3,1,1.1,1.1,-4.8,-6.8,3.6,1.2,-5.9
CC(=NCc1ccc(F)cc1)c1c(O)n(C)c(=O)n(C)c1=O,-11.4,11.2,0.9,1.1,1,9.4,-3.9,-13.9,2.6,-8.8
CC(=O)NC(Cc1ccc(N(CCCl)CCCl)cc1)C(=O)NC(CC(C)C)C(=O)O (stereo unspecified),-8.3,-11.3,0.9,1,1.1,6.0,-5.9,-6.1,-0.5,-1.5
CCC(=NCCc1c[nH]c2ccccc12)c1c(O)n(C)c(=O)n(C)c1=O,2.1,-11.9,1.1,1.1,1,-7.2,-3.3,1.3,1.3,-7.2
O=C1NC(=O)C(Cc2cccs2)C(=O)N1,-8.1,-27.9,0.7,1.1,1.1,28.1,-5.8,-6.8,0.0,-10.8
CCCCCSc1cc(OC)c(CCN)cc1OC,-10.5,55.1*,0.8,1.1,1.1,21.7,-9.2,91.7*,-0.9,-9.0
Nc1ccc(N2CCN(Cc3ccccc3Cl)CC2)c(Cl)c1,-3.7,5.0,1,1,1,3.1,-0.4,45.0,1.0,-3.6
Cc1ccc(CN2CCCC(C(=O)c3sccc3C)C2)o1 (stereo unspecified),-12.0,-8.8,0.9,1.1,1.1,11.7,-6.1,14.7,1.4,-8.8
Cc1cc(C)[n+](C2C3CC4CC(C3)CC2C4)o1 (stereo unspecified),-12.9,-0.3,1,1,1,-3.2,4.4,17.2,1.0,-4.7
COc1ccc(CCC(=O)N2CCC3(CC2)OCCO3)cc1,-8.0,10.1,1,1.1,1,3.6,-1.3,-4.8,1.6,-7.0
O=P(OCC(F)(F)C(F)F)(N1CCCCC1)N1CCCCC1,-14.5,-9.3,1,1.1,1,4.0,-4.6,0.0,-0.5,-6.9
Cc1c(C(=O)N2CCC3(CC2)OCCO3)sc2ncnc(N(C)c3ccccc3)c12,-13.6,-18.3,1.1,1,1,-8.9,-4.4,-0.1,0.3,-4.1
Cc1ccc(CNCCc2ccccc2F)cc1,-2.6,12.3,0.9,1.1,1,7.3,0.9,6.5,0.8,-6.3
COc1cc2c(cc1OC)CC[N+](C)=C2,-5.6,-7.2,0.8,1.1,1,17.4,-3.8,-10.6,1.3,-11.3
C=CCOC(=O)C1=C(C)OC(N)=C(C#N)[C@@]12C(=O)N(CC(N)=O)c1ccccc12,-13.2,-5.8,0.9,1.1,1.1,8.6,-8.8,-1.9,-0.3,-6.0

# Only TNAP inh hi DEA, for some of the entries so far:
mol | TNAP inh hi DEA
CCC(=NCCc1c[nH]c2ccccc12)c1c(O)n(C)c(=O)n(C)c1=O | -3.3
O=C1NC(=O)C(Cc2cccs2)C(=O)N1 | -5.8
CCCCCSc1cc(OC)c(CCN)cc1OC | -9.2

# The listing picks up, starting two compounds before the break.
SMILES,TNAP inh noacc,APP transl inh,bIAP activator,FLuc act counter,TNAP act hi DEA,bIAP inh,TNAP inh hi DEA,L major viab,RAM inhibit,FLuc inhib CS
COc1cc2c(cc1OC)CC[N+](C)=C2,-5.6,-7.2,0.8,1.1,1,17.4,-3.8,-10.6,1.3,-11.3
C=CCOC(=O)C1=C(C)OC(N)=C(C#N)[C@@]12C(=O)N(CC(N)=O)c1ccccc12,-13.2,-5.8,0.9,1.1,1.1,8.6,-8.8,-1.9,-0.3,-6.0
[N-]=[N+]=CC(=O)OC[C@H](N)C(=O)O,-12.7,-12.9,0.9,1.1,1,13.2,-4.6,-8.0,1.7,-5.7
CN(C)CCCN=Cc1c(O)n(CCc2ccccc2)c(=O)[nH]c1=O,-3.2,7.0,1,1.1,1,0.0,-0.4,-5.3,-0.1,-5.2
Cc1oc(-c2ccc(F)cc2F)nc1CN1C[C@@H]2C[C@@H](C1)c1cccc(=O)n1C2,-3.2,-2.8,1.3,1,1,-27.2,0.7,-1.9,1.9,1.4
Nc1c(C(=O)NCc2ccco2)c2nc3ccccc3nc2n1Cc1ccccc1,-8.7,11.3,1,1,1,-2.4,1.3,6.9,6.7,-1.7
COc1ccc(OC)c2c1CCC1NCCOC21 (stereo unspecified),-4.3,13.3,1.1,1.1,1.1,-13.2,-5.8,-8.9,0.8,-9.8
c1ccc2c(c1)CSc1ccccc1C2C1=NCCN1 (stereo unspecified),-16.2,1.3,0.9,1,1,5.7,-2.5,-2.1,-0.2,1.8
CC(=Nc1c(C)n(C)n(-c2ccccc2)c1=O)c1c(O)n(Cc2ccccc2)c(=O)[nH]c1=O,-3.2,-18.1,1,1.1,1,-1.0,-4.1,-8.3,2.8,-11.0
CC(C)N1C(=O)NC(=O)C2(Cc3cc([N+](=O)[O-])ccc3N(C)C2c2ccccc2)C1=O (stereo unspecified),3.2,-1.4,1,1,0.9,2.2,10.8,20.2,-0.6,-4.4
COc1cc(Br)cc(CN2CCN(C)CC2)c1O,-2.6,-0.5,0.9,1.1,1,5.7,-2.1,76.1*,0.5,-6.0
C=C1[C@@H](C)[C@H]2[C@H](Cc3ccccc3)NC(=O)[C@]23OC(=O)/C=C/[C@H](O)CCC[C@@H](C)C/C=C/[C@H]3[C@@H]1O,-9.0,54.3*,0.9,1,1,5.4,-4.8,/,/,-4.0
O=[N+]([O-])/C(Cl)=C1\NCCN1Cc1ccc(Cl)nc1,-6.6,-1.9,1.1,1,1.1,-7.7,-9.2,-6.0,0.6,-1.5
CC(=O)Nc1ccccc1C(=O)OCc1cccc(F)c1,-12.1,-3.3,1,1.1,1.1,1.0,-5.2,-4.4,-1.3,-8.4
O=c1[nH]c(=O)n(-c2cccc3ccccc23)c(O)c1C=NCCCn1ccnc1,-3.8,-13.0,1.1,1.1,1,-5.6,0.0,-5.8,-0.6,-5.2
c1ccc2c3c(ccc2c1)OCC1CONC31 (stereo unspecified),-7.8,-7.3,1,1,1,-3.4,-0.7,-3.7,1.1,-1.2
O=c1[nH]c(=O)n(Cc2ccc(F)cc2)c(O)c1C=Nc1ccc(Cl)cc1,-3.8,6.0,1,1,1,-4.3,0.5,-3.1,6.0,-2.5
C=CCN(CC=C)Cc1c[nH]c2ccccc12,-7.3,-12.1,1,1,1,3.6,-2.2,35.7,1.5,-0.9
CCCCn1c(O)c(C(C)=NCCc2ccccc2)c(=O)[nH]c1=O,-0.1,1.8,0.9,1,1,10.5,2.1,7.3,-1.0,-0.8
Cc1ccc(Cc2c(C)nc3nc(SCC(=O)N4CCC5(CC4)OCCO5)nn3c2C)cc1,-6.2,-2.7,1,1.1,1,-0.2,-2.6,1.3,2.9,-7.4
COC(=O)C1=CO[C@@H](C)[C@@H]2CN3CC[C@]4(C(=O)Nc5ccccc54)[C@@H]3C[C@H]12,-0.5,-4.1,1.2,1,1,-21.1,-0.9,1.5,1.9,-4.5
CCC(=O)N1N=C2C3CCN(CC3)C2C1c1ccc(C)cc1 (stereo unspecified),-3.7,7.2,1,0.9,1,-0.9,-1.2,-1.8,0.6,5.1
Cc1c(C(=O)O)cccc1-n1c(C)cc(/C=C2\C(=O)NC(=O)N(c3ccc4c(c3)OCO4)C2=O)c1C,3.7,-1.7,1,1.1,1,0.7,-0.5,2.1,0.4,-5.5
COc1cc(CN2CCN(C(=O)COc3ccccc3)CC2)cc(OC)c1OC,-9.1,-1.9,0.9,1,1.1,7.8,-5.1,-4.4,0.4,-3.7
CCOC(=O)c1c(/N=C/c2c(O)n(-c3ccc(F)cc3)c(=S)[nH]c2=O)sc2c1CCCC2,-1.9,-0.4,0.9,1.1,1.1,9.1,-5.2,-2.3,3.1,-7.4
N#CC1=C(N)Oc2c(c(=O)oc3ccccc23)C1c1cccnc1 (stereo unspecified),-7.2,5.6,1,1,1,-4.2,-1.1,-6.5,-0.6,-2.7
Cc1ccc(N2C(=O)NC(=O)C(CCc3ccccn3)(Cc3cccc(Cl)c3Cl)C2=O)cc1 (stereo unspecified),-3.7,-11.5,1.2,1,1,-21.0,1.4,19.1,-0.4,-1.5
O=Cc1cn(CCCOc2ccccc2)c2ccccc12,-5.3,-4.6,0.9,1,1,12.4,-3.9,65.8*,1.1,-0.8
C=CCN1C(=O)CSc2ccc(C(=O)N3CCC4(CC3)OCCO4)cc21,-15.6,2.3,1,1.1,1.1,0.8,-5.2,-2.7,2.6,-5.6
CCN(CC)CCN=Cc1c(O)n(CCc2ccccc2)c(=O)[nH]c1=O,-4.7,-18.9,1,1.1,1,-2.1,-0.6,-4.0,1.2,-5.2
N[C@@H](Cc1c[nH]c2ccccc12)c1nnc(SCc2ccccc2)o1,-3.3,1.8,1,1,1,-4.5,-0.7,9.3,4.3,-3.4
CCn1c(O)c(/C=N/N2CCOCC2)c(=O)n(CC)c1=S,-4.5,-2.3,0.9,1,1,5.4,-2.3,-5.4,4.5,-2.5
CC/C(=N\Nc1cccc2ccccc12)c1c(O)[nH]c(=O)[nH]c1=O,-11.3,-34.0,0.9,1,1,5.3,-0.6,7.1,5.3,0.0
O=C1NC(=S)N(c2ccccc2F)C(=O)/C1=C\c1cccs1,0.0,-15.1,0.7,0.9,1,31.1,1.3,-2.1,1.6,8.3
CC(C)Oc1ccc(CCN)cc1Cl,-8.4,14.5,1,1,1,4.0,2.0,26.1,1.3,-4.5
O=C(Nc1nccs1)C(Cl)(Cl)Cl,-2.9,5.2,1.1,1,1,-7.9,0.6,-2.3,-0.5,-3.6
O=C(Cc1ccccc1)Oc1ccc(N2C(=O)C3CCCCC3C2=O)cc1 (stereo unspecified),-8.6,-2.5,0.9,1.1,1,11.7,-3.6,-6.7,0.2,-5.6
COc1ccc2[nH]c(C)c(CCN3CCC(=O)C(C)C3C)c2c1 (stereo unspecified),-9.3,/,1,1.1,1,-3.2,-4.1,13.6,0.1,-6.5
O=C1CCCN1C(=O)c1cncc(Br)c1,-6.7,-17.6,1.1,1,1,-6.7,-2.0,-3.4,-0.6,-0.7
CN(C=O)CP(=O)(O)CN(C)C=O,-7.9,1.9,1,1.1,1,4.0,0.0,-3.8,1.6,-5.3
